# Screening results deposited in PubChem by several laboratories.
# ERa SRC1 inh: blocks coactivator binding to human estrogen receptor alpha. TR-FRET ER-alpha LBD / SRC-1 peptide, estradiol-bound. 1.7% of 86,000 active. P03372. inhibition, % at 25.6 µM. AID 629; in the data active means inhibition above about 50%;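 further: 0% = receptor plus peptide control and 100% = peptide only without receptor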
# Target sequence (P03372 whole entry, looked up, the tested form may be a part): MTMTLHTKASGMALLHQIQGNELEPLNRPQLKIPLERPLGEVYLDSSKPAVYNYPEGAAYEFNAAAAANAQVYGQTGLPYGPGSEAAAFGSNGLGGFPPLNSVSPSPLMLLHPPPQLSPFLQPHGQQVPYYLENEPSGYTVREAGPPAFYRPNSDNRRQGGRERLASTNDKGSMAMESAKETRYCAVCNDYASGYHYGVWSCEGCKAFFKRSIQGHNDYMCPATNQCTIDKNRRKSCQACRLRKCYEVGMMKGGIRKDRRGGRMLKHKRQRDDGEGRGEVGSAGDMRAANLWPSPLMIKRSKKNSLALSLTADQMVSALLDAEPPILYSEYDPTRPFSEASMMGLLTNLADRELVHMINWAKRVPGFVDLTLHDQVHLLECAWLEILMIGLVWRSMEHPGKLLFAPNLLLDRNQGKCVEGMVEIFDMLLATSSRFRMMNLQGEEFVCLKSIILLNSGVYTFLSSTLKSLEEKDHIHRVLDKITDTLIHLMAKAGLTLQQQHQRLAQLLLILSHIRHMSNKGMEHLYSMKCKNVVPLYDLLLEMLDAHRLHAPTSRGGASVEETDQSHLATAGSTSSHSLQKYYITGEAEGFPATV
# MT1-MMP txn act: activates MT1-MMP transcription. 0.16% of 86,000 active. HT1080 MT1-MMP promoter luciferase reporter, luminescence, overnight; active compounds read high. activation factor at 10 µM;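 active means activation factor of at least 2 for MT1-MMP transcription at 10 µM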
# ERa SRC1 pot: ER-alpha (human) coactivator binding potentiation. P03372. 1.3% of 86,000 active. AID 639. TR-FRET ERalpha-LBD/SRC-Cy5 coactivator binding, 2 h; 100 = basal binding, no effect. coactivator binding (% of control), % at 25.6 µM; in the data active means activity above about 200%;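 further: binding measured in presence of low estradiol as agonist stimulus; 0% = peptide alone without receptor and 100% = receptor with peptide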
# Lung fibro prol: blocks proliferation of human lung fibroblasts; LL 47 human lung fibroblast viability, ATP luminescence; active compounds read low; viability, % at 10 µM; 1.1% of 85,000 active; AID 719;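 active means viability at or below 50% in the single dose screen; inactive means viability above 50%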;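 further: compound exposure lasted 72 h before the ATP readout; 100% = median luminescence of untreated cell-only wells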
#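 test system = LL 47 human lung fibroblasts | amount = 1,150 fibroblasts seeded per well | medium = 15% FBS in IMEM | times = overnight cell rest, 72 h compound treatment at 37 °C | measured by = CellTiter-Glo luminescence measuring cellular ATP | read-out = viability percentage against median untreated-cell control | benchmarks = cell-only wells, no compound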
# Smad3 inh: blocks human Smad3 binding to FoxH1 peptide | TR-FRET Smad3/Dy647-FoxH1 peptide binding, europium anti-His | inhibition, % at 25 µM | 0.29% of 88,000 active | AID 630;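 active means compounds that reduce the energy-transfer binding signal between the protein and its labelled peptide by more than half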;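 further: 0% = Smad3 plus labelled peptide maximal FRET and 100% = peptide-only background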
# HUVEC prolif 384: blocks proliferation of human endothelial cells; viability, % at 10 µM (by protocol); HUVEC proliferation, CellTiter-Glo luminescence, 72 h; active compounds read low; 1.1% of 86,000 active;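 active means viability at or below 30%; inactive means viability above 30%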;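 further: 100% = median luminescence of DMSO-only cell control wells on each plate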
# Mac1 fbg enh: increases human CD11b/CD18 adhesion to fibrinogen; P05107+P11215; K562 CD11b/CD18 adhesion to fibrinogen, ATPlite luminescence; activation, % at 10 µM; 0.07% of 93,000 active; AID 1499;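 active means 10 µM primary screen giving 50% or more activity, confirmed by 40% or more on retest at that dose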; further: strong numbers were not always called active
# H69AR growth 86K: growth inhibitors of human H69AR lung tumor cells. H69AR lung tumor viability, ATP luminescence, 72 h; active compounds read low. viability, % at 10 µM. 6% of 85,000 active;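 active means viability at or below 40%; inactive means viability above 40%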;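 further: multidrug resistant small cell line overexpressing MRP-1 efflux transporter; 100% = mean luminescence of untreated control wells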
# ERb coact inh: ER-beta (human) coactivator binding inhibition | inhibition, % at 25.6 µM | TR-FRET ER-beta LBD / SRC1-Cy5 peptide binding; receptor agonist-loaded with 1 µM estradiol | 1.3% of 86,000 active;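 active means compounds whose percent inhibition of the receptor-coactivator binding signal exceeds about 50% in the single-dose screen, limit read from the data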;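 further: 0% = receptor plus peptide wells without compound and 100% = peptide-only wells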
# Target sequence (Q92731 whole entry, looked up, the tested form may be a part): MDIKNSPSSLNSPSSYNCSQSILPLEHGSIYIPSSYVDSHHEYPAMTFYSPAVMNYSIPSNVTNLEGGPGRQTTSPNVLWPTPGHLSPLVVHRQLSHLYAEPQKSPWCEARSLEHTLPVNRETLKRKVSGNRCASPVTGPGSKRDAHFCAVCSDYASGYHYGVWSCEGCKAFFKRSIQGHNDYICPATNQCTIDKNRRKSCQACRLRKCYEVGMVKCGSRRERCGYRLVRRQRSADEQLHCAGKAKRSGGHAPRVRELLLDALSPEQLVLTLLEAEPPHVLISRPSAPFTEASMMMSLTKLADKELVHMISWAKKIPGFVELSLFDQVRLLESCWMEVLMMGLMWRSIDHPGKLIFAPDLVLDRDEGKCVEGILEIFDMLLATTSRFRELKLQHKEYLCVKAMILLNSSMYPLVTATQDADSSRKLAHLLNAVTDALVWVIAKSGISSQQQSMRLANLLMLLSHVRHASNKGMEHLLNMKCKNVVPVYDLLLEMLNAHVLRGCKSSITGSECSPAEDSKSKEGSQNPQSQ
# Starred values were filed as active, the others as inactive; nt = no result given; [ ] = remark or other dose.
cpd	mol	ERa SRC1 inh	MT1-MMP txn act	ERa SRC1 pot	Lung fibro prol	Smad3 inh
1	COc1ccc(C(F)(F)F)cc1NC(=O)c1nc2nc(C)cc(C(F)F)n2n1	-3	1.1	151	105	-3[fluorescence artefact?]
2	Cc1c(C(=O)N2CCN(c3ccccn3)CC2)oc2ccccc12	-1	1.1	105	93	-2
3	COC(=O)CSc1ccc2nnc(-c3ccc(F)cc3)n2n1	-9	1.1	117	103	-6
4	CCc1cc2c3c(c(=O)oc2cc1OC)CCCC3	-13	1	99	100	8
5	NC(=O)C1CCN(C(=O)CN2CCN(c3cccc(C(F)(F)F)c3)CC2)CC1	-6	1.1	119	102	-3
6	N#CCSc1nc(N)c(C#N)c(C2CCCCC2)c1C#N	10	1	94[fluorescence artefact?]	nt	5
7	CCOC(=O)c1c(C)oc2c1c(C(c1cccnc1)N1CCN(C)CC1)c(O)c1ccccc12 (centres undefined)	77*[fluorescence artefact?]	1.7	51[fluorescence artefact?]	51	8
8	CCOC(=O)c1c(C)[nH]c(C(=O)COC(=O)c2oc3ccccc3c2C)c1C	-4	1	102	99	13
9	Cc1ccc(Oc2ccc(Oc3ccc(C)cc3)nn2)cc1	-13	1.3	116	104	8
10	O=C(NCc1ccco1)c1cc(-c2cccnc2)nc2ccccc12	-31	1.3	92	97	10
11	CCCCOC(=O)Nc1nc2ccc(OC)cc2s1	5	1.4	111	104	7
12	Cc1c(C(N)=O)sc2ncn(CC(=O)OC(C)C)c(=O)c12	5	1.1	88	100	2

cpd	HUVEC prolif 384	Mac1 fbg enh	H69AR growth 86K	ERb coact inh
1	93	0	68	5
2	99	3	84	-6
3	93	nt	92	-7
4	88	8	96	-11
5	97	2	95	10
6	106	nt	70	5
7	8.4*	-3	2.1*	64*[fluorescence artefact?]
8	75	0	80	-6
9	102	nt	101	-2
10	88	-3	71	-5
11	95	0	98	7
12	93	-2	82	18

# Other compounds follow:
cpd	mol	ERa SRC1 inh	MT1-MMP txn act	ERa SRC1 pot	Lung fibro prol	Smad3 inh
13	Cc1ccc2nc(C)c(Cl)c(=O)n2c1	6[fluorescence artefact?]	1.2	100	109	-5
14	Cc1cc2c(cc(C(=O)OCC(=O)NCc3ccco3)n2C)s1	-10	1.1	143	71	-4
15	CCOCCCNC(=O)C1CCN(C(=O)N(C)C)CC1	-5	1	104	96	0
16	Cc1nc2nc(COc3ccccc3)[nH]n2c(=O)c1C	2[fluorescence artefact?]	1.2	106	99	-1
17	COC(=O)c1nn(-c2c(C)n(C)n(-c3ccccc3)c2=O)cc1O	-10	1.1	113	107	-7
18	O=C(CCCn1c(=O)[nH]c2ccsc2c1=O)N1CCN(Cc2ccc3c(c2)OCO3)CC1	7	0.9	102	103	3[fluorescence artefact?]
19	COc1ccc(N2CCN(C(=O)c3ccc(NS(=O)(=O)c4cccc(F)c4)cc3)CC2)cc1	2	1.2	108	96	0
20	Cc1ccc(NC(=O)C2CCCN2S(=O)(=O)c2cccc3cccnc23)cc1F (centres undefined)	-5	nt	98	76	-4
21	O=C(CCCOc1ccc(Cl)cc1)N1CCOCC1	8	1.2	96	100	7
22	CN(CC(=O)OCC(=O)NC(=O)c1cccn1C)S(=O)(=O)c1ccc(Cl)cc1	13	1.2	72	91	10
23	CCNS(=O)(=O)c1ccc(NC(=O)Cc2ccc(F)cc2)cc1	-1	1.2	86	91	-6
24	CCc1ccc(S(=O)(=O)NCCc2csc(-c3cccnc3)n2)s1	5	nt	99[fluorescence artefact?]	105	4

cpd	HUVEC prolif 384	Mac1 fbg enh	H69AR growth 86K	ERb coact inh
13	106	-1	92	4[fluorescence artefact?]
14	58	nt	27*	-16
15	90	-7	93	-4
16	88	1	84	6[fluorescence artefact?]
17	94	-2	103	-10
18	103	nt	82	-2[fluorescence artefact?]
19	86	0	83	5[fluorescence artefact?]
20	103	4	93	5
21	95	-1	104	3
22	91	0	81	12
23	99	1	111	1
24	104	0	95	-5

# More results follow.
cpd	mol	ERa SRC1 inh	MT1-MMP txn act	ERa SRC1 pot	Lung fibro prol	Smad3 inh
25	CCN(CC)S(=O)(=O)c1ccc(C(=O)NCc2ccc3c(c2)cc(C)n3C)cc1	-1	nt	141	107	3
26	O=C(CSc1nnc(-c2cccs2)o1)OCc1ccccc1	-2	1	99	nt	6
27	COc1cc(C(=O)NCC(=O)OCC(=O)c2ccc[nH]2)cc(OC)c1OC	41[fluorescence artefact?]	1.1	65[fluorescence artefact?]	99	0
28	CCOC(=O)c1sc2nc(N3CCOCC3)c3c(c2c1N)CCN(C)C3	2	1.1	111	94	10
29	Cc1sc(NC(=O)CSc2nnc(C)c(=O)[nH]2)c(C#N)c1C	-8	1.1	108	106	4
30	Cc1nc2c(C(=O)N3CCN(c4ccccn4)CC3)cnn2c(C)c1Cc1cccc(Cl)c1	-5	1.1	96	107	-4
31	CC(=O)NC1=NN(C(C)=O)C(C)(CS(=O)(=O)c2ccc(C)c(C)c2)S1 (centres undefined)	-2	1.1	88	104	-4
32	Fc1cccc(CN2CCCCCCC2)c1	-9	1.2	100	98	-5
33	CCOC(=O)N1CCN(S(=O)(=O)c2ccc(C(=O)Nc3nc4ccccc4s3)cc2)CC1	42[fluorescence artefact?]	1.2	280*[fluorescence artefact?]	84	-13[fluorescence artefact?]
34	COC(=O)[C@H](C)NC(=O)Nc1ccc(OC)c(OC)c1	2	1	116	101	1
35	COc1ccc(CCn2c(N)cc(=O)[nH]c2=S)cc1OC	47	1.1	44[fluorescence artefact?]	95	10
36	N#Cc1ccc(CSc2nnc(-c3ccncc3)n2CCc2ccccc2)cc1	-7	1.1	133	92	-1

cpd	HUVEC prolif 384	Mac1 fbg enh	H69AR growth 86K	ERb coact inh
25	89	2	88	-7
26	96	-1	95	-1
27	100	5	96	39
28	93	0	86	2
29	91	0	84	-4
30	89	2	81	-6
31	90	-2	100	1
32	99	-4	104	4
33	68	3	13*	30[fluorescence artefact?]
34	87	-4	94	0
35	91	-1	84	58*[fluorescence artefact?]
36	85	-3	77	1

# Remaining list, next part.
cpd	mol	ERa SRC1 inh	MT1-MMP txn act	ERa SRC1 pot	Lung fibro prol	Smad3 inh
37	Cc1nnc(SCC(=O)N2CCCc3ccccc32)[nH]c1=O	3	1.2	95	97	17
38	Cc1ccc(S(=O)(=O)N2CCN(C(=O)CN3CCN(C)CC3)C2)cc1	0	1.1	112	99	3[fluorescence artefact?]
39	Cc1cc(NC(=O)NC(=O)c2cccc(OC(F)(F)C(F)F)c2)n[nH]1	-2	1.6	134	104	1
40	CC(C)(C)NS(=O)(=O)c1ccc(NS(=O)(=O)Cc2ccccc2)cc1	10	1.3	101	103	11
41	Cc1cccc(NC(=O)CC2NCCNC2=O)c1 (centres undefined)	11	nt	101	102	-8
42	CCOC(=O)c1cccc(NC(=O)C2CCCO2)c1 (centres undefined)	-5	1.2	115	99	5[fluorescence artefact?]
43	CC(C)OC(=O)c1cn(-c2ccccc2)nc1-c1ccc2c(c1)OCCO2	13[fluorescence artefact?]	1.1	83	89	-11
44	COc1ccc(S(=O)(=O)N2Cc3ccccc3CC2C(=O)O)cc1OC (centres undefined)	0	1.1	104	99	-4
45	CCn1c(NCc2ccccc2Cl)nc2ccccc21	0	1.8	97	94	9[fluorescence artefact?]
46	CCC(=O)Oc1ccc(/C(CC)=C(\CC)c2ccc(OC(=O)CC)cc2)cc1	-3	1.1	376*	70	-9
47	CCc1nnc2sc(-c3cc(-c4ccccc4)nc4ccccc34)nn12	8	1.1	110	95	9[fluorescence artefact?]
48	CC1CC(C)CN(C(=O)COc2ccc(-c3nnco3)cc2)C1 (centres undefined)	7[fluorescence artefact?]	1	112[fluorescence artefact?]	95	12

cpd	HUVEC prolif 384	Mac1 fbg enh	H69AR growth 86K	ERb coact inh
37	93	-4	87	0
38	97	20	92	1[fluorescence artefact?]
39	99	41	82	-6
40	108	-1	108	-5
41	99	0	87	14
42	115	1	90	-6[fluorescence artefact?]
43	95	2	87	2
44	105	-4	85	-12
45	91	nt	91	-7
46	55	nt	10*	-1
47	91	-1	51	6
48	87	-4	91	7[fluorescence artefact?]

# Individual results from above:
# HUVEC prolif 384, entry 11 stands at 95
# Lung fibro prol, entry 25 stands at 107

# Limited to ERb coact inh and Smad3 inh (five entries from above):
no.	SMILES	ERb coact inh	Smad3 inh
38	Cc1ccc(S(=O)(=O)N2CCN(C(=O)CN3CCN(C)CC3)C2)cc1	1[fluorescence artefact?]	3[fluorescence artefact?]
20	Cc1ccc(NC(=O)C2CCCN2S(=O)(=O)c2cccc3cccnc23)cc1F (centres undefined)	5	-4
11	CCCCOC(=O)Nc1nc2ccc(OC)cc2s1	7	7
3	COC(=O)CSc1ccc2nnc(-c3ccc(F)cc3)n2n1	-7	-6
18	O=C(CCCn1c(=O)[nH]c2ccsc2c1=O)N1CCN(Cc2ccc3c(c2)OCO3)CC1	-2[fluorescence artefact?]	3[fluorescence artefact?]

# Next part
cpd	mol	ERa SRC1 inh	MT1-MMP txn act	ERa SRC1 pot	Lung fibro prol	Smad3 inh
49	COc1ccc(C2=NOC(C(=O)N3CCOCC3)C2)cc1OC (centres undefined)	-12	1.3	104	112	-1
50	Cc1ccc(-c2nnn(CC(=O)N(c3ccccc3F)C(C(=O)NC3CCCC3)c3ccco3)n2)o1 (centres undefined)	2	1.1	92	101	8[fluorescence artefact?]
51	Cc1cccc(-c2nc(CS(=O)CC(=O)N3CCc4ccccc4C3)c(C)o2)c1 (centres undefined)	-22	1.3	104[fluorescence artefact?]	102	-12
52	COc1ccc(N2C(=O)c3ccc(C(=O)OC(C)C)cc3C2=O)cc1	-31	1	106	96	7
53	CSc1ccc(N2CCN(CCCNC(=O)Nc3ccccc3F)CC2)cc1	0	nt	118	100	7
54	CC1(C)Cc2c(C#N)c(NCc3ccco3)nc(-c3ccco3)c2CO1	15[fluorescence artefact?]	1.2	117	76	-2
55	Cc1nc2ccccn2c1/C(O)=C1\C(=O)C(=O)N(CCCN(C)C)C1c1ccc(F)cc1 (centres undefined)	-1	1.2	114	103	0
56	C/C(NC(=O)c1cccc(F)c1)=C1/C(=O)C[C@@H]2[C@H]1C2(C)C	1	1.2	88	99	5
57	CCOC(=O)c1c(N)sc(C(=O)Nc2ccc3c(c2)OCO3)c1C	-3[fluorescence artefact?]	0.1	111	95	-2[fluorescence artefact?]
58	Cn1cnc2c(N3CCCCC3)nccc21	-10[fluorescence artefact?]	1.1	103	98	-1
59	CCC(C(=O)NCc1ccc(OC)cc1)n1nc(C)n2c(cc3occc32)c1=O (centres undefined)	-9	1.2	94	96	-6
60	CC(C1CC2CCC1C2)n1c(COc2ccccc2F)nnc1SCC(N)=O (centres undefined)	6	1	85	100	-13
61	c1ccc(-n2c(-c3ccco3)nnc2N2CCOCC2)cc1	-10	1.1	130	94	-4

cpd	HUVEC prolif 384	Mac1 fbg enh	H69AR growth 86K	ERb coact inh
49	93	nt	93	-9[fluorescence artefact?]
50	108	0	92	43
51	104	2	79	-1[fluorescence artefact?]
52	87	nt	90	-20
53	107	3	85	-12
54	50	1	20*	22[fluorescence artefact?]
55	109	nt	57	-8
56	114	-4	83	-15
57	65	-4	63	3[fluorescence artefact?]
58	96	nt	100	27
59	90	0	80	-8
60	99	0	87	2
61	91	4	98	-8

# Shown as a hit in ERa SRC1 inh, of those listed so far:
No.	structure	ERa SRC1 inh	MT1-MMP txn act	ERa SRC1 pot	Smad3 inh	Mac1 fbg enh	ERb coact inh
7	CCOC(=O)c1c(C)oc2c1c(C(c1cccnc1)N1CCN(C)CC1)c(O)c1ccccc12 (centres undefined)	77*[fluorescence artefact?]	1.7	51[fluorescence artefact?]	8	-3	64*[fluorescence artefact?]

# Only part of the results is shown; count on the stated rates, not on these rows.
